# Bioassay records (PubChem)
# NPSR antag: antagonists of human neuropeptide S receptor cAMP signaling; Potency, µM (series often up to 38.3 µM), for the others: at the top dose activity change, negative = inhibition, usual class: inhibitors; Q6W5P4; CHO-NPSR cells, cAMP TR-FRET, antagonist mode; 220,000 tested, 1% active; further: on the % scale 0 is the no-effect control and ±100 the full control effect; nearly all actives have a fitted effect of over 50% in size; many of its hits are not listed in these tables
# GAA inhib: blocks human lysosomal alpha-glucosidase. AID 1466. purified human GAA, 4-MU-alpha-glucoside fluorescence. 200,000 tested, 0.005% active. P10253. Potency, µM (doses to about 76.9 µM), for inactives: at the top dose activity change, negative = inhibition, hits mostly inhibitors;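 further: plate controls were uninhibited enzyme wells for no effect and no-enzyme background for full effect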
#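 Fluorescence at Ex 365/Em 440 nm from 4-methylumbelliferone reported enzyme activity after 20 min at room temperature. Reactions used 4 nM enzyme and 400 uM substrate at pH 5.0; curves fitted with the Hill equation.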
# aGal spleen mod: inhibitors or activators of human alpha-galactosidase in spleen homogenate; human spleen homogenate, 4MU-alpha-Gal fluorescence, 40 min; AID 2107; 240,000 tested, 0.008% active; Potency, µM (doses to about 80 µM), for inactives: top-dose activity change, negative = inhibition, most hits filed as inhibitors; P06280;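 further: 0% = enzyme with vehicle and -100% = no enzyme basal signal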
# Target sequence (P06280 32-429 limits assumed): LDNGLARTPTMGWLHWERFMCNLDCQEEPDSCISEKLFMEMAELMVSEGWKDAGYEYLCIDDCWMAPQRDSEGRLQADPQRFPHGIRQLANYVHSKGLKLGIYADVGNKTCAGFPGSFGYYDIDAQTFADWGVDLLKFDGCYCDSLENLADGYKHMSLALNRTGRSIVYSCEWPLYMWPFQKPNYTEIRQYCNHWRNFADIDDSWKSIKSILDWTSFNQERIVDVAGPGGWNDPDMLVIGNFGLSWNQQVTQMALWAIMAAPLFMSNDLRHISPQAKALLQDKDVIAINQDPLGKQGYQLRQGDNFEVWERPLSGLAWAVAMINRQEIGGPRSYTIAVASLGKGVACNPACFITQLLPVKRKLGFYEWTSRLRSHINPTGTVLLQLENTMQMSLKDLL
#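 qHTS titration in buffer at pH 5.0. Alpha-galactosidase activity in spleen homogenate was measured via 4-methylumbelliferone release from 1 mM fluorogenic substrate after 40 min at 37C and a pH 10 stop. AC50 came from Hill fits of control-normalized data.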
# aGlu spleen mod: inhibitors or activators of human alpha-glucosidase in spleen homogenate. human spleen homogenate, 4-MU-alpha-glucoside fluorescence. 240,000 tested, 0.006% active. Potency, µM (titrated, usually from 79.9 µM), without a hit: at the top dose activity change, negative = inhibition, hits mostly inhibitors;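 further: 0% = enzyme with vehicle and -100% = no enzyme basal signal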
#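 Compounds were titrated against alpha-glucosidase in spleen homogenate at pH 5.0, with 1 mM 4-methylumbelliferyl substrate for 40 min at 37 C. Reactions were quenched with pH 10 NaOH/glycine and fluorescence measured.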
# ALDH1A1 inh: blocks purified human ALDH1A1 activity. P00352. Purified ALDH1A1, NADH fluorescence, propionaldehyde substrate. Potency, µM (doses to about 75.3 µM), for inactives: at the top dose activity, negative = inhibition, hits mostly inhibitors. 220,000 tested, 7.3% active. AID 1030; active means well fitted inhibition curve with a large enough effect, not every such curve was filed as active; inconclusive means small, poorly fitted or top-dose-only effect, or another doubt; inactive means no such curve, though single readings can be large or run the other way;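 further: plate controls were no enzyme wells and a reference inhibitor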
# Target sequence (P00352 whole entry, looked up): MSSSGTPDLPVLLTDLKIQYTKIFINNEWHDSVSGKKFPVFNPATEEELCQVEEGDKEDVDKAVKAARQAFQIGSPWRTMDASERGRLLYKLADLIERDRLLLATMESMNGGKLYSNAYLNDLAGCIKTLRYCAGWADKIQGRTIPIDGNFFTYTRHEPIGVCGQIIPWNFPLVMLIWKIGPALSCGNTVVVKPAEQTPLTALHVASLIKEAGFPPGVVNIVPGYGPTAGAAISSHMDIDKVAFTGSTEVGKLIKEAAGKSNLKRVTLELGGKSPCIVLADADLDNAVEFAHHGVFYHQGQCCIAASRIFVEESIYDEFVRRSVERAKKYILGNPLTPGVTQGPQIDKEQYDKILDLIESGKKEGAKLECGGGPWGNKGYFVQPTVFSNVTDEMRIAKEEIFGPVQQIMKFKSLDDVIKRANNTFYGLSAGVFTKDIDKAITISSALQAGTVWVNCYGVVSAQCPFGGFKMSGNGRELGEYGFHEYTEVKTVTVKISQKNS
# Tau fluor counter: counter-screen for tau fibril formation inhibitors | tau K18 P301L Alexa594 fluorescence, heparin fibrillization | 280,000 tested, 0.93% active | Potency, µM (highest dose often 57.7 µM), without a hit: at the highest dose activity change, negative = decrease | AID 1463; further: on the % scale 0 is the no-effect control and ±100 the full control effect; nearly all actives have a fitted effect of over 55% in size
#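 Human tau K18 P301L (15 uM unlabeled, 0.24 uM Alexa 594-labeled) in 100 mM sodium acetate pH 7 with 20 uM heparin, 6 hr at 37 C. ThT 30 uM added, 1 hr ambient; Alexa 594 FP and total fluorescence read at 555/632 nm.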
# Epigenetic reg: epigenetic control regulation, reporter derepression; Potency, µM (highest dose often 53.9 µM), inactives show at the top dose GFP activation, most hits filed as activators; 280,000 tested, 0.2% active; murine LDR cells, GFP reporter derepression, 30 h; further: % of control where 0% means no effect; nearly all actives have a fitted effect of over 60% in size
#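 Readout is the number of GFP-expressing murine LDR cells, counted by cytometry following washing. Cells were treated with compound for 30 h at 37 C; the stably integrated CMV-GFP locus is normally silent.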
# GAA glycogen: alters human alpha-glucosidase cleavage of glycogen; recombinant GAA, glycogen substrate, Amplex Red glucose oxidase fluorescence; Potency, µM (highest dose often 76.4 µM), inactives show at the highest dose activity change, negative = inhibition, usual class: inhibitors; 300,000 tested, 0.38% active;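 further: 0% = full enzyme reaction and -100% = no-enzyme basal signal; the screen sought inhibitors and activators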
#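 Natural-substrate format: glycogen cleavage by 4 nM human enzyme, glucose read by Amplex Red coupling (Ex 573, Em 610 nm). Normalized to enzyme and no-enzyme controls.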
# Active calls of the source: *; ? = inconclusive; nt = not tested or not shown; & = joins results of further samples; [ ] = another dose, or the depositor's remark. Unless noted, the call rests on the fitted dose curve; in most records, active means well fitted curve in the direction sought with a large enough effect; inconclusive means small, poorly fitted or top-dose-only effect, or another doubt; inactive means no such curve, though single readings can be large; an effect the other way counts as inactive or inconclusive. Potency means the concentration at half of the fitted maximal effect. This is a subset. The share of hits here may be higher or lower than overall.
SMILES,NPSR antag,GAA inhib,aGal spleen mod,aGlu spleen mod,ALDH1A1 inh,Tau fluor counter,Epigenetic reg,GAA glycogen
N#CCCN(C(=O)COC(=O)COc1ccc(Cl)cc1)c1ccccc1,1%,-13%,1%,-8%,1%,-8%,0.3%,-4%
CCCCn1c2nc3ccccc3nc2c2c(=O)n(C(C)CC)cnc21 (stereo unspecified),-28%[46.1 µM],?,-4%,6%,?,4%,-6.7%,18%
Cc1ccc(S(=O)(=O)N2CCCCC2)cc1NC(=S)NC(=O)c1ccco1,?,nt,6%,10%,nt,?,-2.8%,-1%
Cc1ccc(S(=O)(=O)N2CCCCC2)cc1C(=O)Nc1ccc2cn[nH]c2c1,-1%[7.67 µM],-3%,2%,-1%,-5%,-16%,-2.4%,-4%
Cc1ccc(N=Nc2c(N)[nH]n3c(=O)cc(C)nc23)cc1,-30%,?,8%,-1%,-1%,-20%,-0.9%,-3%
O=c1c2ccc([N+](=O)[O-])cc2ncn1CCOc1ccc(Cl)cc1,3%,8%,-7%,-5%,-2%,?,4.6%,5%
O=C(O)c1cn(Cc2ccccc2)nc1-c1cccnc1,0%,8%,-4%,-2%,20%,8%,1.1%,0%
CCC(Sc1nccn1C)C(=O)Nc1nnc(C)s1 (stereo unspecified),-3%[46.1 µM],-4%,6%,-6%,2%,-4%,-1.1%,-16%
CCCN1CCN(C(=O)Cn2cnc3ccc(S(=O)(=O)N4CCC(C)CC4)cc3c2=O)CC1,-16%,-3%,4%,-6%,10%,2%,-5.1%,-12%
CC(CCc1ccc(O)cc1)NCCc1ccc(O)c(O)c1 (stereo unspecified),0%[46.1 µM],nt,7%&-6%,-3%&-3%,0%&13%,-16%&1%,-0.2%&0.0%,nt
NNC(=O)CN1C(CN2CCOCC2)=Nc2ccc(Br)cc2C1c1ccccc1 (stereo unspecified),-14%,?,1%,-2%,1%,5%,2.1%,7%
CCN1C(=O)[C@H]2[C@H]3[C@H](O)[C@H](O)C/C(=N/OCC(C)C)[C@@H]3CC[C@@H]2C1=O,nt,nt,9%[17.5 µM],1%[17.4 µM],9%[13.5 µM],-8%[11.6 µM],0.8%[10.1 µM],nt
CN(C)C(=O)NCc1ccc(S(N)(=O)=O)cc1,4%[46.1 µM],-4%,-7%,4%,3%,3%,-0.8%,7%
O=C1CC(SCCc2nc3ccccc3[nH]2)C(=O)N1c1ccc(F)cc1 (stereo unspecified),-11%[46.1 µM],1%,2%,-25%,?,-3%,-1.1%,6%
O=C(CCCCCNC(=O)c1ccccc1)N/N=C/c1ccco1,0%,7%,-4%,0%,-1%,-3%,0.0%,-3%
COc1ccc(Cn2ccnc2)cc1[N+](=O)[O-],13%,-13%,3%,-1%,?,-6%,1.0%,-1%
O=C(COC(=O)c1cccc(S(=O)(=O)NCc2ccccc2)c1)NCC1CCCO1 (stereo unspecified),3%,-6%,-4%,-7%,5%,-2%,-0.2%,8%
Cc1cccc(-n2c(O)c(C=Nc3c(C)n(C)n(-c4ccccc4)c3=O)c3ccccc3c2=O)n1,-11%[46.1 µM],4%,13%,-9%,1%,-8%,-1.1%,?
COCC(=O)Nc1nc(-c2ccc([N+](=O)[O-])cc2)cs1,-4%,-36%,-4%,2%,1%,-17%,-1.8%,3%
CCc1nc(SCC(=O)N2CCC(C)CC2)c2c(=O)n(C)c(=O)n(C)c2n1,-4%[46.1 µM],?,-5%,-6%,11µM*,4%,0.0%,-1%
CN(C)C(=O)c1ccccc1Sc1cc(Cl)ccc1Cl,-17%[46.1 µM],0%,3%,3%,?,0%,1.1%,-1%
Cc1ccc(NC(=O)Nc2ccc3c(c2)nc(C)n3C)cc1C,0%,-3%,5%,5%,7%,-24%,-1.2%,-1%
O=C(COC(=O)CCS(=O)(=O)c1ccc(Cl)cc1)Nc1ncc(Cl)cc1Cl,-6%[46.1 µM],5%,6%,0%,-9%,-7%,0.0%,5%
Cc1nnc(NC(=O)Cn2c(=O)sc3ccccc32)s1,1%[46.1 µM],-6%,2%,-15%,0%,-7%,5.8%,9%
COc1ccc(C=C2C(=O)c3ccccc3C2=O)cc1O,-49%,-3%,-3%,0%,0.89µM*,-30%,0.9%,-13%

# Complete entries as entered above. Values in the order: NPSR antag	GAA inhib	aGal spleen mod	aGlu spleen mod	ALDH1A1 inh	Tau fluor counter	Epigenetic reg	GAA glycogen
# COc1ccc(Cn2ccnc2)cc1[N+](=O)[O-] across the screens: 13%	-13%	3%	-1%	?	-6%	1.0%	-1%
# NNC(=O)CN1C(CN2CCOCC2)=Nc2ccc(Br)cc2C1c1ccccc1 (stereo unspecified) across the screens: -14%	?	1%	-2%	1%	5%	2.1%	7%
# O=C(CCCCCNC(=O)c1ccccc1)N/N=C/c1ccco1 across the screens: 0%	7%	-4%	0%	-1%	-3%	0.0%	-3%
# O=c1c2ccc([N+](=O)[O-])cc2ncn1CCOc1ccc(Cl)cc1 across the screens: 3%	8%	-7%	-5%	-2%	?	4.6%	5%

# Further records:
SMILES,NPSR antag,GAA inhib,aGal spleen mod,aGlu spleen mod,ALDH1A1 inh,Tau fluor counter,Epigenetic reg,GAA glycogen
Nc1c(C(=O)O)sc2nc(-c3ccccc3)cc(-c3ccccc3)c12,54%,-12%,-7%,0%,20µM*,?,-1.3%,-8%
COC(=O)Cn1c2c(c3cc(C)ccc31)CCCC2NC(C)c1ccccc1 (stereo unspecified),-41%,nt,12%,9%,nt,-17%,2.6%,-4%
C=C(C)CN(CC)C(=O)CSc1nc2ncc(Cl)cc2[nH]1,-13%[46.1 µM],-7%,-6%,-5%,25µM*,-1%,7.6%,9%
COc1ccc(C(=O)/C(=C/N(C)C)S(=O)(=O)c2ccccc2)cc1,5%,6%,1%,-9%,?,9%,2.2%,-6%
CCOC(=O)c1cc(=O)c2c([N+](=O)[O-])ccc(OC)c2o1,4%,-4%,9%,4%,0%,9%,-0.2%,2%
COc1ccc(S(=O)(=O)Nc2ccccn2)c(C)c1C,3%[46.1 µM],-6%,1%,9%,25µM*,17%,0.0%,-7%
CCOC(=O)CCCSc1nnc(CCCCCN2C(=O)c3cccc4cccc(c34)C2=O)o1,-28%[46.1 µM],-1%,4%,-1%,?,0%,3.4%,4%
CC(C)CN(C(=O)CSc1nnnn1C)C1CCS(=O)(=O)C1 (stereo unspecified),4%,-2%,-4%,-5%,1%,12%,-6.1%,3%
COc1ccccc1-c1noc(CCCC(=O)N2CCOCC2)n1,7%,nt,-1%,5%,nt,-2%,1.1%,4%
CC(C)Oc1ccc(CSc2ncn[nH]2)cc1,23%,0%,-4%,1%,-5%,-12%,0.1%,9%
Cc1ccccc1NC(=O)COC(=O)CCSc1ccccc1,6%,-1%,7%,3%,?,0%,1.3%,7%
Cc1cc(NC(=O)CSc2nnc(NCc3ccccc3)s2)no1,6%,nt,4%,2%,nt,-3%,-1.1%,-3%
Cc1cccc(NC(=O)/C(C#N)=C/c2ccc(Sc3ccccc3)o2)c1C,-20%,3%,0%,6%,6%,-12%,14%,-1%
Cc1ccc(CN2C(=O)CCC2C(=O)N2CCN(c3ccccc3)CC2)cc1 (stereo unspecified),0%,?,2%,0%,-4%,-11%,-2.2%,-2%
CCOc1ccc(CCN2C(=O)CCC2(C)C(=O)NC(C)CC)cc1OCC (stereo unspecified),-7%[46.1 µM],-28%,1%,3%,1%,-11%,-0.3%,3%
O=C(N/N=C/c1ccco1)c1cc([N+](=O)[O-])cc([N+](=O)[O-])c1,7%,9%,1%,2%,0%,0%,1.1%,2%
C/C=C(/C(=C/C)c1ccc(O)cc1)c1ccc(O)cc1,-23%,?,13%&5%,2%&8%,-5%&-7%,?,2.1%&1.3%,-14%
Cc1cc(/C=N/n2cnnc2)c(C)n1-c1ccc(C(=O)O)cc1,4%[46.1 µM],-10%,-6%,-5%,-12%,-1%,-2.7%,-2%
O=C(NC(CCl)c1ccccc1)c1ccc(Cl)cc1 (stereo unspecified),1%,?,-6%,-3%,-2%,-1%,-1.3%,7%
CCn1nnnc1-c1ccc(OC)c(S(=O)(=O)N2CCCCC2)c1,-23%[46.1 µM],-5%,3%,-13%,?,8%,-0.2%,3%
O=C(COC(=O)c1cccs1)Nc1cc(S(=O)(=O)N2CCOCC2)ccc1Cl,-3%,-2%,6%,-2%,-6%,-8%,-1.4%,-6%
Cn1ncc2c(=O)n(CC(=O)NC34CC5CC(CC(C5)C3)C4)cnc21,0%[46.1 µM],-3%,2%,-3%,-2%,-4%,-1.0%,1%
Cc1nc2cc(NC(=O)N3CCCC3)ccc2n1C,-12%,-1%,6%,-5%,2%,-7%,0.4%,-18%
COCC(C)n1c(SCc2ccc(OC)c(F)c2)nc2ccccc2c1=O (stereo unspecified),-59%,1%,1%,-1%,1%,-23%,0.0%,0%
Cc1c(NS(=O)(=O)c2cccs2)c(=O)n(-c2ccccc2)n1C,-25%[46.1 µM],1%,-10%,-5%,8%,-6%,-0.7%,7%
# (continued)
SMILES,NPSR antag,GAA inhib,aGal spleen mod,aGlu spleen mod,ALDH1A1 inh,Tau fluor counter,Epigenetic reg,GAA glycogen
CCOC(=O)c1c(C2CC2)csc1NC(=O)COC(=O)c1cc(OC)c(OC)cc1[N+](=O)[O-],-21%,-6%,-22%,-1%,-4%,?,-0.9%,-2%
Cc1ccc(S(=O)(=O)N(C)C)cc1NC(=S)Nc1ccc2cn[nH]c2c1,7%,14%,0%,-10%,?,-15%,-0.3%,?
CC(C)c1nc(NCCO)c(C#N)c2c1CCCC2,24%[7.67 µM],nt,-4%,7%,nt,-5%,2.7%,-4%
O=C(C1CCN(S(=O)(=O)c2cccc3nsnc23)CC1)N1CCN(c2ccccc2F)CC1,-8%[46.1 µM],-6%,10%,-8%,3%,-15%,0.4%,-4%
CCOC(=O)c1cc(C#N)c(Nc2ccc(C)cc2)nc1C(F)(F)F,1%,nt,2%,1%,nt,-6%,-1.1%,4%
O=C(CC1S/C(=N/N=C/c2cccs2)NC1=O)Nc1ccccc1F (stereo unspecified),7%,-5%,1%,9%,12%,12%,-0.2%,-9%
O=C(CCC(=O)N1CCN(S(=O)(=O)c2ccc(Cl)cc2)CC1)NCc1ccccc1,10%,-9%,-1%,-9%,2%,5%,-1.3%,2%
O=S(=O)(c1ccc(F)cc1)N1CCN(C(=S)NCc2ccccc2)CC1,-6%,1%,3%,-1%,?,-10%,-1.5%,-14%
COCc1ccc(CN2CCCC(CCC(=O)NCc3ccc(C)o3)C2)o1 (stereo unspecified),-4%,-10%,4%,2%,?,4%,5.6%,-8%
CC(C)n1nc(C(=O)NCc2ccc3c(c2)OCO3)c2ccccc2c1=O,-11%,0%,5%,-4%,-5%,-11%,3.8%,-4%
